GFP derepression: epigenetic GFP locus derepression in mouse cells; mouse C127i GFP locus derepression, cytometry, 30 h; Potency, µM (doses to about 46.1 µM), for inactives: at the top dose GFP derepression (activation); 0.09% of 68,000 active; note: % of control where 0% means no effect
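Read-out is the number of GFP-positive cells, scored as fluorescent objects 20 to 120 um wide, reflecting derepression of a silenced CMV-GFP reporter in murine C127i cells after 30 h compound exposure at 37 C.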
HADH2 inh: HADH2 (human) dehydrogenase inhibition; Potency, µM (top dose mostly 57.1 µM), without a hit: at the top dose activity change, negative = inhibition, actives largely listed as inhibitors; AID 886; recombinant HADH2, NADH fluorescence, beta-hydroxybutyryl-CoA; 3.4% of 73,000 active; note: potency is the fitted concentration of half-maximal effect; % is set by controls: 0 for no effect and ±100 for the full control effect; nearly all actives have a fitted effect of over 60% in size; many of its hits are not listed in these tables
Target sequence (Q99714 whole entry, looked up, one chain of several): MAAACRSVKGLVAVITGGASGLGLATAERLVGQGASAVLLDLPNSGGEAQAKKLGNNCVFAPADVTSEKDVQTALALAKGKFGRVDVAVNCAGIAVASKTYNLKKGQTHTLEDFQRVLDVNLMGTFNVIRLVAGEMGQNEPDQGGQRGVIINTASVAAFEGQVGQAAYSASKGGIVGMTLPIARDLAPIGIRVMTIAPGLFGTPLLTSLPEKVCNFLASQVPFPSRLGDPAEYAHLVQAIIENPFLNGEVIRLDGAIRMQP
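His-tagged recombinant enzyme from E. coli, 20 nM, preincubated 15 min RT with compound; reaction started with 1 mM NAD+ and 90 uM beta-hydroxybutyryl-CoA in 100 mM Tris-HCl pH 9.0. NADH fluorescence (ex 360/em 450) read over 4 min; last-minus-first difference.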
UbGFP stabilizer: inhibits proteasome, raising ubiquitin-GFP reporter fluorescence; Ubiquitin-GFP reporter cells, proteasome inhibition, GFP fluorescence; response scale: untreated = 0%, 10 µM MG-132 = 100%; Potency, µM (top dose mostly 45.9 µM), inactives show at the top dose activation (GFP accumulation), usual class: activators; 67,000 tested, under 10 active; active = well fitted activation curve with a large enough effect, not every such curve was filed as active; inconclusive = small, poorly fitted or top-dose-only effect, or another doubt; inactive = no such curve, though single readings can be large or run the other way; note: potency is the fitted concentration of half-maximal effect
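U2OS cells expressing ubiquitin(G76V)-GFP, seeded overnight in 0.5% FBS medium, then treated 4 hr at 37 C across 46 uM to 2.9 nM. GFP-positive cells counted by laser cytometry (488 ex/515 em); %activity scaled between basal and 10 uM MG-132.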
Rhodamine fluor: compound autofluorescence in rhodamine spectral region; Rhodamine-region fluorescence, 547/598 nm, Tris buffer; stronger effect = higher value; max dye-equivalent concentration, M; 0.05% of 59,000 active; in the data active = max dye-equivalent concentration above about 11 nM; inconclusive = between about 1.1 nM and that limit
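Compound fluorescence in 100 mM Tris, pH 8.0, read after 15 min at room temperature with 547 nm excitation and 598 nm emission. Output is dye-equivalent concentration from an on-plate rhodamine standard series.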
Texas Red fluor: compounds fluorescent in Texas Red spectral region. AID 587. max dye-equivalent concentration, M. Compound fluorescence, Texas Red channel, 547/618 nm; stronger effect = higher value. 0.06% of 59,000 active; in the data active = max dye-equivalent concentration above about 10 nM; inconclusive = between about 1.1 nM and that limit
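Fluorescence at ex 547/em 618 nm, normalized against an on-plate Texas Red standard series to give dye-equivalent concentration per compound concentration. Buffer 100 mM Tris, pH 8.0; 15 min RT incubation before CCD imaging.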
Pol III holo inh: DNA polymerase III holoenzyme inhibition | reconstituted DNA polymerase III holoenzyme replication, biochemical | Potency, µM (highest dose often 57.1 µM), inactives show at the highest dose activity change, negative = inhibition | 0.25% of 71,000 active | AID 603; note: potency is the fitted concentration of half-maximal effect; % is set by controls: 0 for no effect and ±100 for the full control effect
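Reconstituted *E. coli* holoenzyme (0.35 nM Pol III, 1 nM beta, 154 nM SSB, 2 nM primase) was preincubated with compound for 15 min at RT. Synthesis on 1.4 nM ssM13Gori ran 35 min, then was stopped with PicoGreen/EDTA and read as dsDNA fluorescence.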
Hsp90 Hop PPI: changes Hsp90-Hop TPR2A binding signal, up or down | AlphaScreen TPR2A-His6 binding biotin-Hsp90 C-terminal peptide | Potency, µM (top dose mostly 57 µM), inactives show at the highest dose activity change, negative = inhibition | 0.44% of 71,000 active | AID 595; active = well fitted curve in either direction with a large enough effect; inconclusive = small, poorly fitted or top-dose-only effect, or another doubt; note: potency is the fitted concentration of half-maximal effect; % is set by controls: 0 for no effect and ±100 for the full control effect; many of its hits are not listed in these tables
4MU fluor: compounds fluorescent in 4-MU spectral region; 11% of 59,000 active; compound autofluorescence, 340/450 nm, 4-MU equivalents; stronger effect = higher value; max dye-equivalent concentration, M; in the data active = max dye-equivalent concentration above about 10 nM; inconclusive = mostly about 1.1 nM to 9.6 nM
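Intrinsic fluorescence at 340/450 nm (ex/em) was read after 15 min at room temperature in pH 8.0, 100 mM Tris. Each compound concentration expressed as 4-MU-equivalent concentration from a six-point 4-MU standard series on each plate.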
15-hLO inh: 15-hLO (ALOX15) enzyme inhibition | P16050 | purified 15hLO-1, xylenol orange hydroperoxide absorbance | Potency, µM (doses to about 57.1 µM), inactives show top-dose activity change, negative = inhibition, hits mostly inhibitors | 1.4% of 74,000 active | AID 887; note: potency is the fitted concentration of half-maximal effect; % is set by controls: 0 for no effect and ±100 for the full control effect; nearly all actives have a fitted effect of over 55% in size
Target sequence (P16050 whole entry, looked up): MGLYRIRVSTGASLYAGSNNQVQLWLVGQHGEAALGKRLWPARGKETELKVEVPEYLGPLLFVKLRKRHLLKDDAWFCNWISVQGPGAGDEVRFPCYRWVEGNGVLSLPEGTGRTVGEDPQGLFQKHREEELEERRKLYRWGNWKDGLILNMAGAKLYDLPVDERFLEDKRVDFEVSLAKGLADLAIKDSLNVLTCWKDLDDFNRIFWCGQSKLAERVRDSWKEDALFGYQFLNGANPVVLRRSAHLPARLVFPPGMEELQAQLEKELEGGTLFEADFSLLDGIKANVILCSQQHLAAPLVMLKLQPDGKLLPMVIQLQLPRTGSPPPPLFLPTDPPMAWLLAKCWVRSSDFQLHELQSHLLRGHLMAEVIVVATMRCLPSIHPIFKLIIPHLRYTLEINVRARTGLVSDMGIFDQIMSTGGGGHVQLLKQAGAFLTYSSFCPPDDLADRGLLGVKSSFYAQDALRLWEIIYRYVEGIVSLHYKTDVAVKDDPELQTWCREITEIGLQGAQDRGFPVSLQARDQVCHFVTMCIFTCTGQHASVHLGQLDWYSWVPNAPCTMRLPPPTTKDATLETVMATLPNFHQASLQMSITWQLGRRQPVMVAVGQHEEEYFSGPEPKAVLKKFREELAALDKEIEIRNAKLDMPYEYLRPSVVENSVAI
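Purified human 15hLO-1 (40 nM) in 25 mM Hepes pH 7.5, 0.01% Triton X-100, preincubated 15 min RT with compound, then 50 uM arachidonic acid for 6 min. Hydroperoxide read by ferrous/xylenol orange, 30 min; 573/405 nm absorbance ratio gave progress.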
HBB splice mod: hemoglobin beta splicing modulation. HBB splicing reporter cell assay, activation; EGFP reporter with mutant IVS2-654 intron; response scale: normalised to 500 nM splice-correcting PNA. Potency, µM (highest dose often 46.1 µM), inactives show at the highest dose activation, actives largely listed as activators. 0.06% of 65,000 active. AID 925; note: potency is the fitted concentration of half-maximal effect; 0% is about no effect
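Compounds were applied for 2 days to HeLa EGFP-654 cells, 500/well in Optimem with 2% FCS. The reporter's EGFP is disrupted by mis-splicing of beta-globin intron IVS2-654. Readout: summed well GFP fluorescence from 488 nm laser scanning; reference was 500 nM antisense […] 654 PNA.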
Fluorescein fluor: compound autofluorescence in fluorescein spectral region; Compound autofluorescence, 480/540 nm, fluorescein-equivalent; stronger effect = higher value; max fluorescein-equivalent concentration, M; 0.91% of 59,000 active; AID 593; in the data active = max fluorescein-equivalent concentration above about 10 nM; inconclusive = between about 1.1 nM and that limit
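Compounds (23 nL) in 100 mM Tris pH 8.0, 15 min at room temperature, then fluorescence read at 480 nm excitation/540 nm emission. Signal converted to fluorescein-equivalent concentration from an on-plate fluorescein standard curve.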
Starred values were filed as active, the others as inactive; i = inactive; ? = inconclusive; / = no result given; [ ] = remark or other dose. Unless noted, calls come from the whole dose curve; as a rule, active = well fitted curve in the direction sought with a large enough effect; inconclusive = small, poorly fitted or top-dose-only effect, or another doubt; inactive = no such curve, though single readings can be large; an effect the other way counts as inactive or inconclusive. Not all compounds are listed; count on the stated rates, not on these rows.

SMILES	GFP derepression	HADH2 inh	UbGFP stabilizer	Rhodamine fluor	Texas Red fluor	Pol III holo inh	Hsp90 Hop PPI	4MU fluor	15-hLO inh	HBB splice mod	Fluorescein fluor
CC(C)(C)OC(=O)N1CCC[C@H]1c1nnc(SC/C=C/c2ccccc2)o1	6.5%	-3.1%	0.0%	i	?	-11.2%	-0.2%	i	-5.2%	-6.7%[0.369 µM]	i
COc1ccc(OC)c(NC(=O)CSc2nc(N)c(-c3ccccc3)c(=O)[nH]2)c1	-3.2%	0.2%	-3.9%	i	i	-5.9%	-2.2%	i	10.3%	-0.7%	i
O=C(CCNS(=O)(=O)c1ccc(Br)s1)N1CCN(c2ccccc2)CC1	-0.9%	-3.0%	?	i	?	-1.0%	-9.7%	i	-4.1%	-4.4%	i
CC(C)CNC(=O)c1ccccc1NC(=O)CN(c1ccc2c(c1)OCCO2)S(C)(=O)=O	0.0%	16.3%	-2.1%	i	i	3.1%	-5.7%	i	-1.0%	0.9%	i
CCOc1ccc2nc3c(cc2c1)CN(CCCO)C(=NCCOC)S3	-1.2%	-6.9%	1.0%	i	i	-3.0%	0.5%	4.64e-08M*	?	-3.8%	?
COc1ccccc1C(=O)NC(C)C(c1cccs1)N1CCOCC1 (stereo unspecified)	0.0%	2.6%	/	i	i	-5.5%	-1.0%	i	-2.8%	0.9%[0.369 µM]	?
O=C(NCCc1ccccc1)C1CCN(S(=O)(=O)c2cccs2)CC1	0.0%	5.0%	2.1%	i	i	0.1%	-0.4%	i	-0.4%	-3.3%	?
Cc1ccc2c(C)c(C(=O)Nc3c(C)n(C)n(-c4ccccc4)c3=O)oc2c1	1.6%	2.1%	8.3%	i	i	-6.3%	-7.3%	i	-3.8%	-0.8%	i
CSc1nc(-c2ccco2)nn1C(=O)Cc1ccccc1	5.9%	-7.1%	4.2%	i	i	-0.7%	-2.3%	i	5.9%	0.2%	i
CCOc1ccc(C2CC(c3ccc(OC)c(OC)c3)n3nc(N)nc3N2)cc1 (stereo unspecified)	2.3%	8.9%	0.0%	/	/	-3.7%	-6.5%	/	13.1%	0.6%	/
CC(=O)c1c[nH]c2ccc(C)cc2c1=O	0.0%	?	-4.3%	i	i	0.0%	-1.9%	i	-0.4%	1.9%	?
Cc1cccc(C)c1NC(=O)CNc1ccccc1	13.5%	2.2%	-9.3%	i	i	0.8%	-0.9%	i	-1.0%	3.5%	i
CCOc1ccccc1NC(=O)CN(C)S(=O)(=O)c1ccc(OC)c(C)c1	0.0%	0.7%	5.1%	i	i	-1.0%	4.9%	?	-5.6%	-1.4%	i
COc1ccccc1-c1nccc(NCc2cccs2)n1	-0.7%[9.22 µM]	?	-1.6%	i	i	-10.6%	0.7%	i	10µM*	-1.3%	i
CCOC(=O)/C(C(N)=NC(C)C)=C(\O)c1ccccc1	-6.8%	-4.2%	10.2%	i	i	-5.4%	2.4%	i	-10.2%	3.5%	?
CCOC(=O)c1cccc2c1-c1ccccc1/C2=N/O	-1.2%	-1.5%	9.1%	i	i	-5.6%	7.0%	i	?	0.0%	i
COc1cc(C2N3CC4(C)CN2CC(C)(C3)C4)ccc1O (stereo unspecified)	0.1%	-0.6%	-2.1%	i	i	-5.4%	-1.9%	i	2.7%	-0.4%	?
COC(=O)C1C2C=CC3(CN(C(C)c4ccc(OC)cc4)C(=O)C13)O2 (stereo unspecified)	0.0%	-7.8%	-1.1%	i	i	-2.2%	2.8%	i	6.6%	/	i
CCc1ccc(NC(=O)CCN2C(=O)c3cccnc3C2=O)cc1	3.6%	-3.1%	4.1%	i	i	0.3%	-27.5%	i	-1.1%	-0.1%	i
O=C(O)CCNC(=O)c1ccc(Br)o1	-1.9%	1.8%	-5.8%	i	i	-4.9%	-1.4%	i	4.5%	/	i
COC(=O)c1sc(NC(=O)COc2ccccc2)nc1C	-2.3%	-5.0%	-3.8%	i	?	-0.2%	1.2%	i	-3.1%	-0.6%	i
O=C(COc1ccccc1Br)c1ccc(O)cc1O	2.3%	-26.2%	4.2%	i	i	2.9%	-1.6%	i	-27.9%	-1.6%	i
CN(Cc1ccccc1)C(=O)c1cc(-c2ccc(Br)cc2)on1	2.4%	-3.8%	12.4%	i	i	1.3%	?	i	-27.3%	0.3%	?
COc1ccccc1NC(=O)CSc1nnc(-c2ccco2)o1	1.6%	-5.6%	1.8%	i	?	7.0%	0.4%	i	8.5%	-0.9%[57.5 µM]	i
O=C1c2ccccc2C(=O)N1CCCc1nc2ccccc2c(=O)n1Cc1ccco1	-0.1%	3.7%	-17.4%	/	/	-2.0%	-3.2%	/	-0.3%	1.6%	/
c1ccc(Cn2c(NCc3ccco3)nc3ccccc32)cc1	4.3%	-7.0%	-7.7%	i	i	-3.1%	-8.5%	i	2.9%	1.3%[0.369 µM]	i
CCCCn1c(=O)n(CC(O)c2ccccc2)c(=O)c2c1ncn2C1CCCC1 (stereo unspecified)	1.2%	3.4%	-1.6%	i	i	-0.5%	0.3%	i	0.2%	-1.1%	i
O=C(Cc1cn2ccsc2n1)Nc1ccccc1Oc1ccccc1	0.0%	7.6%	3.4%	i	?	-1.8%	-3.5%	i	9.8%	-0.7%	i
COc1cccc(Cn2nnc(C(=O)Nc3ccc(C)cc3)c2N)c1	/	11.4%	-10.0%	/	/	-7.2%	-3.9%[2.3 µM]	/	3.6%	0.5%	/
Cc1ccccc1-n1c(Cn2c(=O)sc3ccccc32)nnc1SCC(=O)Nc1nccs1	11.9%	5.3%	2.9%	/	/	3.1%	-3.0%	/	2.0%	-0.2%	/
CN(Cc1ccccc1)c1nc2c(c(=O)[nH]c(=O)n2C)n1Cc1ccccc1Cl	-2.1%	0.4%	/	i	i	-6.9%	1.4%	i	-17.4%	-0.2%[0.369 µM]	i
CCc1nnc(NC(=O)CSc2nc3ccccc3s2)s1	-2.9%	?	0.9%	i	i	0.7%	2.1%	i	-6.3%	-1.2%	?
O=c1c2[nH]c3ccc(F)cc3c2ncn1CCCn1ccnc1	-2.0%	?	-11.4%	i	?	0.1%	-21.7%	?	14.8%	1.3%[1.84 µM]	i
Nc1nsnc1C(=O)NCCO	-2.3%	0.5%	2.8%	i	i	-0.7%	-0.8%	2.46e-08M*	-4.4%	0.6%	?
NC(=NC(=O)c1ccccc1)C1=C(O)CCC1=O	-3.4%	9.2%	0.9%	i	i	-3.7%	-1.2%	i	-3.5%	/	i
COc1ccc(C(c2nnnn2Cc2ccc(F)cc2)N2CCN(c3ccc(OC)cc3)CC2)cc1 (stereo unspecified)	-1.3%	-2.9%	2.5%	i	?	7.7%	?	i	-11.0%	-4.3%	i
CCCCC(=O)Nc1ccc(C(=O)N2CCCC(C(=O)OCC)C2)cc1 (stereo unspecified)	-2.9%	-2.4%	9.5%	i	i	-3.4%	1.0%	i	-5.4%	0.4%	?
CCOCCCNC(=O)CCCOc1ccccc1	0.0%	-3.9%	-1.2%	i	i	-3.3%	-2.2%	i	-0.6%	1.8%	i
Cc1cc(NC(=O)c2ccc(NC(=O)c3cccs3)cc2)no1	?	-22.6%	9.9%	i	i	1.9%	-2.4%	i	-0.9%	0.2%	i
CCOC(=O)c1c(-c2ccc(C)o2)csc1NC(=O)COC(=O)c1cccs1	0.0%	?	-2.9%	i	i	-1.8%	14.7%	i	?	-0.4%[57.5 µM]	?
O=C(c1n[nH]c(=O)c2ccccc12)N1CCN(c2ccccc2)CC1	4.1%	1.6%	4.3%	i	i	1.6%	-6.0%	i	8.9%	-1.1%	i
CCOC(=O)c1c(NC(=O)CSc2nnnn2CC)sc(C)c1C	0.0%	-22.4%	0.0%	i	i	-14.7%	4.0%	?	-7.2%	/	i
COc1cccc(NC(=O)Cn2c(=O)oc3ccccc32)c1	-3.2%	-0.4%	-7.2%	i	?	-0.1%	0.1%	i	-10.2%	-0.9%	i
O=C(NCCCc1ccccc1)C1CC(=O)N(c2ccc3c(c2)OCCO3)C1 (stereo unspecified)	-0.9%	8.5%	-6.2%	i	?	-1.6%	-2.0%	i	-3.5%	0.1%[57.5 µM]	i
c1ccc(-n2ncc3c(NCC4CCCO4)ncnc32)cc1 (stereo unspecified)	3.7%[20.6 µM]	/	/	i	i	/	/	i	/	/	i
NC(=O)CSc1nc(N)c2c3c(sc2n1)CCCCC3	0.0%[20.6 µM]	/	/	i	i	/	/	i	/	/	i
CCCCNC(=O)Nc1c(C(=O)OCC)[nH]c2ccccc12	-2.6%	9.8%	3.3%	i	?	-5.6%	-2.8%	?	-3.5%	3.4%	?

Screening results deposited in PubChem BioAssay by National Center for Advancing Translational Sciences (NCATS).
